Assay outcomes as filed in PubChem BioAssay.
FLuc modulator: qHTS profiling assay for firefly luciferase inhibitor/activator using purifed enzyme and Km concentrations of substrates (counterscreen for miR-21 project); purified FLuc, Km substrates, luminescence inhibition; 6.9% of 360,000 active; AID 588342, 2011; Potency, µM (highest dose often 57.5 µM), for inactives: at the highest dose activity change, negative = inhibition, usual class: inhibitors; active means well fitted inhibition curve with a large enough effect; inconclusive means small, poorly fitted or top-dose-only effect;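 further: plate controls were vehicle for no effect and reference inhibitor for full effect; nearly all actives have a fitted effect of over 55% in size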
Target sequence (P08659 whole entry, looked up): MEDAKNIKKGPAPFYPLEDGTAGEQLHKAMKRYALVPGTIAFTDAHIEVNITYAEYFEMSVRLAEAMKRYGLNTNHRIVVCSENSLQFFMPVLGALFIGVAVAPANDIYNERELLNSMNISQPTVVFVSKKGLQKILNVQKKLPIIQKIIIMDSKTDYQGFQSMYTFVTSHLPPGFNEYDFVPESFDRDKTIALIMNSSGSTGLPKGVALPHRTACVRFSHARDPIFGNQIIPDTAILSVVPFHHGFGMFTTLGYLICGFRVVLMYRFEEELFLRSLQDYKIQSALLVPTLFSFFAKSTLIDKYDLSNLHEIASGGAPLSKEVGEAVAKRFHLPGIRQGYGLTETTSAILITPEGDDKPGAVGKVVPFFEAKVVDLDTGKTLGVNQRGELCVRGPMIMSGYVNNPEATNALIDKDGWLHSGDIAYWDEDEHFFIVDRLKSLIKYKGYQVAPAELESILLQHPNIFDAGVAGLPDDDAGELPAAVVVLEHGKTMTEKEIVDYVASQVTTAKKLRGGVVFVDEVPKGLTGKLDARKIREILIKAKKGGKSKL
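Biochemical qHTS of compounds, final roughly 60 µM downward over six points, against 10 nM purified firefly luciferase using Km concentrations of substrates (10 uM D-luciferin, 10 uM ATP) in Tris acetate pH 7.5 buffer; luminescence output.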
Active calls of the source: *; ? = inconclusive. Potency means the concentration at half of the fitted maximal effect. Not all compounds are listed; count on the stated rates, not on these rows.

SMILES	FLuc modulator
CC(C)(C)OC(=O)N1CCC(c2c(C(=O)NCCN3CCCC3)cnn2-c2ccc(Cl)cc2)CC1	1%
CCOC(=O)c1cccc(Nc2cc(-c3ccccc3)ncn2)c1	?
CCOc1ccccc1C(=O)NCC(c1ccc(N(C)C)cc1)N1CCc2ccccc21 (centres undefined)	1%
O=C(NCc1ccc2c(c1)OCO2)c1ccc2c(c1)N(Cc1ccccc1F)C(=O)c1ccccc1S2	5%
CC(C)Sc1nc2sc3c(c2c(=O)n1Cc1ccccc1)CCCC3	-5%
Cc1ccc(OCC(=O)Nc2c(C(=O)c3ccccc3)oc3ccccc23)cc1C	5%
Cc1nn2c(C)c(C(=O)NCc3ccc(OC(C)C)cc3)cnc2c1-c1ccc(F)cc1	-3%
COc1ccc(-c2nnc(SCC(=O)Nc3cc(OC)ccc3OC)nc2-c2ccc(OC)cc2)cc1	-6%
Cc1cc(C)c2c(=O)cc(C(=O)Nc3sc4c(c3C(=O)NCc3ccco3)CCCC4)oc2c1	-5%
CCc1ccc2c(c1)c(=O)c(S(=O)(=O)c1ccc(Cl)cc1)cn2CC	-12%
CC(=O)Nc1ccc2nc3c(=O)n(C)c(=O)n(C)c3nc2c1C	-3%
CCc1ccc(-n2nc(C)c3c(C(=O)Nc4cccc(C(F)(F)F)c4)cc(C)nc32)cc1	5%
Oc1ccc(Cl)cc1C1=Nc2ccccc2N=C(c2ccccc2)C1	-1%
CCc1nnc2c3ccccc3nc(Nc3ccc(F)cc3C)n12	5%
COc1cc(OC)c(N(C)C(=O)CSc2c3c(nc4ccc(Cl)cc24)CCCC3)cc1Cl	-6%
CCc1ccc(-n2nc(CO)c(C(=O)NCCOC)n2)cc1	17µM*
CC(=O)c1ccc(NS(=O)(=O)c2cc(-c3cc(C)no3)ccc2C)cc1	?
CCOc1ccccc1Oc1ncnc2c1oc1ccccc12	6%
CCCCn1c(=O)n(CC2CCC(C(=O)NCCCOC)CC2)c(=O)c2sccc21 (centres undefined)	-1%
CCC(=O)N1CCc2cc(S(=O)(=O)NC(Cc3ccccc3)C(=O)Nc3ccc(C)cc3)ccc21 (centres undefined)	-4%
O=C(NCCc1ccccc1)c1nn(-c2ccc(F)cc2)nc1CO	7%
CC(C)c1ccc(NS(=O)(=O)c2ccc3[nH]c(=O)ccc3c2)cc1	-12%
CCOC(=O)CSc1nc(-c2ccc(OC)cc2)cc(C(F)(F)F)c1C#N	-4%
O=S(=O)(Nc1cccc(-c2ccc(N3CCCCC3)nn2)c1)c1ccc(Cl)s1	1.2µM*
COc1ccc(NC(=O)N2CCc3c(sc4c3CCCC4)C2c2ccccc2OC)cc1 (centres undefined)	0%

Further structures
SMILES	FLuc modulator
O=C(Cn1cnc2onc(-c3ccc(Cl)cc3)c2c1=O)Nc1ccc(F)cc1	-8%
CCCC(=O)c1ccc(OC(=O)c2c(-c3ccccc3Cl)noc2C)cc1	-5%
O=C(Nc1cccc(-c2nc3ccccc3[nH]2)c1)c1ccccc1F	11µM*
COc1ccc(-c2nnc(SCC(=O)NCCc3ccc(OC)c(OC)c3)nc2-c2ccc(OC)cc2)cc1	-14%
CCOc1ccc(-n2c(-c3ccc(OC)cc3)cc3c2CC(C)(C)CC3=O)cc1	-15%
Cc1ccc(CSc2ncc(Cl)c(C(=O)Oc3ccccc3F)n2)cc1	-1%
CCOc1ccc(-c2cc(-c3nc(-c4cc(OC)c(OC)c(OC)c4)no3)[nH]n2)cc1	21µM*
CC(=O)N1CCCc2cc(S(=O)(=O)N(CCN(C)C)Cc3ccccc3)ccc21	3%
CCc1nn(CC(=O)N2CCN(c3cccc(C)c3C)CC2)c(=O)c2cc3sccc3n12	-3%
N=c1n(CCN2CCCCC2)c2ccccc2n1CC(O)COc1ccc(Cl)cc1Cl (centres undefined)	-2%
COC(=O)c1ccc(C(=O)OC)c(NC(=O)c2cnn3c(C(F)F)cc(-c4ccccc4)nc23)c1	0%
CCOc1ccc(NC(=O)N2CCN(c3nnc(C)c4c(C)n(-c5ccccc5)nc34)CC2)cc1	-10%
Cc1ccc(NC(=O)Cn2c(-c3cncs3)nc3ccccc32)cc1Br	-1%
COc1ccc2c(c1)CCc1c(C(=O)Nc3c(C)nn(Cc4c(Cl)cccc4Cl)c3C)noc1-2	-7%
CCOc1ccc(-c2nnc(SCC(=O)NC3CCCCC3)nc2-c2ccc(OCC)cc2)cc1	6%
COc1cccc(NC2=CC(c3ccc(C(C)C)cc3)N(c3cccc(OC)c3)C2=O)c1 (centres undefined)	-7%
CCSc1nc(-c2ccc(Cl)cc2)nc2c1Cc1c(CO)cnc(C)c1O2	0%
CCCCNc1sc(S(=O)(=O)CCC)nc1S(=O)(=O)c1ccc(C)cc1	-3%
Cc1ccc(CNC(=O)CCCN2C(=O)COc3ccc(C)cc32)cc1	-2%
COc1cccc(N2CC(NC(=O)/C=C\c3ccc(OC)c(OC)c3)CC2=O)c1 (centres undefined)	4%
COc1ccc(C)cc1NC(=O)CN1c2ccccc2S(=O)(=O)c2ccccc21	-6%
COc1ccc2c(Sc3ccc(Cl)cc3)c(C(=O)N3CCCCC3)[nH]c2c1	-9%
O=c1c(-c2ccc(Cl)cc2)c(C(F)(F)F)oc2c(CN3CCCCC3)c(O)ccc12	-3%
CCCn1c(CCC(=O)Nc2ccc(C)c(Cl)c2)nc2cccnc21	-6%
Cc1ccc2c(c1)c(=O)c(C(=O)c1ccncc1)cn2CC(=O)Nc1c(C)cccc1C	3%

Gathered by group: those above with an aryl thioether with sulfur outside any ring (9)
SMILES	FLuc modulator
CC(C)Sc1nc2sc3c(c2c(=O)n1Cc1ccccc1)CCCC3	-5%
COc1ccc(-c2nnc(SCC(=O)Nc3cc(OC)ccc3OC)nc2-c2ccc(OC)cc2)cc1	-6%
COc1cc(OC)c(N(C)C(=O)CSc2c3c(nc4ccc(Cl)cc24)CCCC3)cc1Cl	-6%
CCOC(=O)CSc1nc(-c2ccc(OC)cc2)cc(C(F)(F)F)c1C#N	-4%
COc1ccc(-c2nnc(SCC(=O)NCCc3ccc(OC)c(OC)c3)nc2-c2ccc(OC)cc2)cc1	-14%
Cc1ccc(CSc2ncc(Cl)c(C(=O)Oc3ccccc3F)n2)cc1	-1%
CCOc1ccc(-c2nnc(SCC(=O)NC3CCCCC3)nc2-c2ccc(OCC)cc2)cc1	6%
CCSc1nc(-c2ccc(Cl)cc2)nc2c1Cc1c(CO)cnc(C)c1O2	0%
COc1ccc2c(Sc3ccc(Cl)cc3)c(C(=O)N3CCCCC3)[nH]c2c1	-9%

The list continues:
SMILES	FLuc modulator
CCc1ccc(S(=O)(=O)c2cnc(SCC(=O)Nc3ccc(OC)cc3OC)[nH]c2=O)cc1	?
Cc1cccc(NS(=O)(=O)c2ccc3c(c2)[C@H]2C=CC[C@H]2[C@@H](c2ccc(F)cc2)N3)c1	-11%
COc1ccc(CNC(=O)C2CCCN(S(=O)(=O)N(C)c3ccc(F)cc3)C2)cc1OC (centres undefined)	-3%
COc1ccc(-n2ncc(C(=O)Nc3ccc(C)cc3Cl)c2C2CCN(C(=O)OC(C)(C)C)CC2)cc1	-1%
CCC(C)(C)C1CCc2c(sc(NC(=O)C3c4ccccc4Oc4ccccc43)c2C(N)=O)C1 (centres undefined)	0%
COc1ccc(N2CCN(CCCNC(=O)c3nnc(Cc4ccc(F)cc4)o3)CC2)cc1	-15%
COc1ccccc1Cc1nc2ccccc2nc1SCC(=O)Nc1cccc(Cl)c1C	-2%
CC(=O)Nc1nonc1-c1nnc(SCC(=O)Nc2c(C)cccc2C)n1-c1ccccc1	-1%
Cc1cc(=O)n(Cc2ccc(F)cc2Cl)c2c1c(C)nn2C	2%
Cc1ccc(NC(=O)Nc2nnc(N3CCCC3)s2)cc1C	-18%
COc1cc(OC)cc(C(=O)Nc2cc3c(cc2N2CCOCC2)n(C)c(=O)n3C)c1	0%
O=C(CSc1nccn1C1CCCC1)Nc1cccc(F)c1	?
Cc1ccc(C(=O)c2cn(CC(=O)Nc3ccc(C)cc3Cl)c3nc(C)ccc3c2=O)cc1	-3%
O=C(NCCc1ccc(Cl)cc1)C1(c2cccs2)CCOCC1	-10%
Cc1c(Cl)cccc1NC(=O)C1CCN(c2nc3ccccc3[nH]2)CC1	-2%
CCN(CC)C(=O)Cn1c(=O)n(CC2CCC(C(=O)NC)CC2)c(=O)c2sccc21 (centres undefined)	1%
CCC(=O)N1CCc2cc(S(=O)(=O)NC(Cc3ccccc3)C(=O)NCc3ccc(C)cc3)ccc21 (centres undefined)	-1%
CCOC(=O)C1CCN(C(=O)c2nn(-c3ccc(OC)cc3)c(=O)c3c2c2ccccc2n3C)CC1	2%
CCCn1cc(S(=O)(=O)c2ccc(C)c(C)c2)c(=O)c2cc(F)c(N3CCC(C)CC3)cc21	-5%
CCC(C(=O)NCc1ccccc1OC)n1nc(C)n2c(cc3sccc32)c1=O (centres undefined)	1%
CC(C)Oc1ccc(C(=O)NCC(c2ccc(N(C)C)cc2)N2CCc3ccccc32)cc1 (centres undefined)	4%
O=C(Nc1ccc2oc(-c3cccc4c(Br)cccc34)nc2c1)c1ccc(Br)cc1	-6%
Cc1ccc(Nc2nnc(-c3ccc(C)c(S(=O)(=O)N4CCCCC4)c3)c3ccccc23)cc1	-18%
CCN(CC)c1ccc(NC(=O)Cn2cc3c(n2)CCCC3)c(C)c1	7%
CC(C)Oc1ccc(CNC(=O)c2ccc(CS(=O)Cc3ccccc3Cl)o2)cc1 (centres undefined)	-18%

4 records drawn at random from the list so far, as already listed:
SMILES	FLuc modulator
Cc1cccc(NS(=O)(=O)c2ccc3c(c2)[C@H]2C=CC[C@H]2[C@@H](c2ccc(F)cc2)N3)c1	-11%
CC(C)Oc1ccc(CNC(=O)c2ccc(CS(=O)Cc3ccccc3Cl)o2)cc1 (centres undefined)	-18%
CCCn1cc(S(=O)(=O)c2ccc(C)c(C)c2)c(=O)c2cc(F)c(N3CCC(C)CC3)cc21	-5%
CCc1ccc(S(=O)(=O)c2cnc(SCC(=O)Nc3ccc(OC)cc3OC)[nH]c2=O)cc1	?

Reformatted with each value named: part of the list above
Structure: O=C(CSc1nccn1C1CCCC1)Nc1cccc(F)c1
  FLuc modulator: ?

Structure: Cc1cccc(NS(=O)(=O)c2ccc3c(c2)[C@H]2C=CC[C@H]2[C@@H](c2ccc(F)cc2)N3)c1
  FLuc modulator: -11%

Structure: O=C(Nc1ccc2oc(-c3cccc4c(Br)cccc34)nc2c1)c1ccc(Br)cc1
  FLuc modulator: -6%

(further entries)
SMILES	FLuc modulator
Cc1cc(C)c(Cn2c3ccccc3c3cnn(CC(=O)NC4CCC(C)CC4)c(=O)c32)c(C)c1 (centres undefined)	-5%
CCCCCCC(=O)Nc1ccc2nc3c(=O)n(C)c(=O)n(C)c3nc2c1C	-1%
COc1cc(C(=O)Nc2ccc(-c3nc4cc(C)c(C)cc4o3)cc2)cc(OC)c1OC	-1%
COc1cccc(C(=O)NCc2cn3cccc(C)c3n2)c1	5%
O=C(CSc1c2c(nc3ccc(Cl)cc13)CCCC2)N1CCN(c2ccc(Cl)cc2)CC1	-3%
O=C(CSc1nc(-c2ccco2)nc2cc(=O)[nH]n12)Nc1ccccc1Cl	?
COc1ccc(N(Cc2cccs2)C(=O)c2ccc(OCC(C)C)cc2)cc1	?
Cc1cccc(N(CC(=O)Nc2cccc(Cl)c2C)S(C)(=O)=O)c1C	-11%
CC1CCN(C(=O)Cn2cc(SCc3cccc(F)c3)c3ccccc32)CC1	-3%
CCOc1ccc(OCC)c(NC(=O)c2cc3ccccn3n2)c1	-15%
O=C(NCc1cccnc1)C1CCN(Cc2cc3ccccc3n2Cc2ccccc2)CC1	3%
CCCc1nn2c(=O)cc(COC(=O)c3ccccc3NC(=O)C3CCCCC3)nc2s1	-6%
CC(=O)Nc1cc(C(=O)Nc2ccc3c(c2)N(C)C(=O)c2ccccc2S3)ccc1C	6%
COc1ccc(NC(=O)Cn2c(=O)n(-c3ccc(C)cc3)c(=O)c3c2cnn3C)cc1	1%
O=C(Cn1ncc2c3ccccc3n(Cc3ccc(Cl)cc3)c2c1=O)NCc1cccs1	-2%
COc1cc(C(=O)Nc2ccc3c(c2)N(C2CCCC2)C(=O)c2ccccc2S3)cc(OC)c1OC	-6%
COc1cccc(-n2cc(C(=O)Oc3cccc(C(F)(F)F)c3)c3ccccc3c2=O)c1	-2%
N#Cc1ccc(NC(=O)COCc2cc(-c3ccc(F)cc3)on2)cc1	?
CCN(CC)S(=O)(=O)c1ccc2c(c1)N(CC(=O)N1CCN(c3ccc(OC)cc3)CC1)C(=O)CO2	0%
Cc1ccccc1Nc1c(-c2ccc(Br)o2)nc2ccc(Cl)cn12	?
O=C(c1cc2ccc3cccnc3c2[nH]1)N1CCN(c2ccccc2)CC1	?
Cc1cccc(N(C)C(=O)CCS(=O)(=O)c2ccc3c(c2)oc(=O)n3C)c1	-1%
O=C(NC1CCCCCC1)c1ccc2c(c1)sc1nc(-c3ccc(F)cc3)cn12	-12%
COc1cc(C(=O)Nc2nonc2-c2ccc(Cl)cc2)cc(OC)c1OC	?
O=C(NCc1ccc(Cl)cc1)C(=O)NCC(c1ccco1)S(=O)(=O)c1cccs1 (centres undefined)	-3%

(list continues)
SMILES	FLuc modulator
COC(=O)c1cc(NC(=O)CCc2c(C)nc3c4c(C)cc(C)nc4nn3c2C)cc(C(=O)OC)c1	-5%
Nc1c(-c2nc(-c3ccc4c(c3)OCO4)cs2)c2ccccn2c1C(=O)c1ccc(Cl)cc1	1%
COCCCNC(=O)C(=O)Nc1c2c(nn1-c1cccc(Cl)c1)CSC2	-14%
COc1ccc(S(=O)(=O)NCC(c2cccs2)S(=O)(=O)c2ccc(C)cc2)cc1F (centres undefined)	-2%
Cc1ccc(S(=O)(=O)c2nc(S(C)(=O)=O)sc2N(C)Cc2ccccc2)cc1	-3%
CCOC(=O)c1ccc(NC(=O)CCCn2c(=O)c3cccn3c3ccccc32)cc1	6%
COc1cc2c(cc1NC(=O)C(C)Oc1ccccc1)oc1ccccc12 (centres undefined)	?
Cc1cccc2nc(-c3ccc(N(C)C)cc3)c(Nc3ccc4c(c3)OCO4)n12	-2%
